SKN-1 inh = blocks SKN-1 activity in C. elegans; C. elegans VP596 Pgst-4::GFP/RFP ratio, acrylamide-induced, 24 h; inhibition, % at 21.8 µM; 360,000 compounds, 0.49% hits;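 active means interference check ratio from 0.5 to 1.5 plus GFP to RFP signal ratio inhibition reaching or exceeding a fixed threshold, cut at about 30% in these data, passing the limit was not always enough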; further: some compounds called inactive have numbers as strong as hits
NRP1-CendR mod = modulators of CendR peptide binding to human neuropilin-1 | O14786 | FAM-RPARPAR peptide binding to NRP-1, fluorescence polarization | inhibition, % at 25 µM | 360,000 compounds, 0.85% hits | AID 602438;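 active means inhibition or corrected inhibition above about 18%, plus a signal ratio from 0.5 to 1.5, limit read from the data, passing the limit was not always enough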; further: strong numbers were not always called active
Scp-1 inhibitor = inhibitors of human Scp-1 phosphatase; inhibition, % at 20 µM; Recombinant Scp1, phosphopeptide, malachite green phosphate absorbance; 340,000 compounds, 0.88% hits;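 active means inhibition above about 50% at 20 µM, limit read from the data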;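 further: plate controls were DMSO wells with enzyme for no effect and wells lacking enzyme for full effect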
Target sequence (Q9GZU7 76-261 limits assumed): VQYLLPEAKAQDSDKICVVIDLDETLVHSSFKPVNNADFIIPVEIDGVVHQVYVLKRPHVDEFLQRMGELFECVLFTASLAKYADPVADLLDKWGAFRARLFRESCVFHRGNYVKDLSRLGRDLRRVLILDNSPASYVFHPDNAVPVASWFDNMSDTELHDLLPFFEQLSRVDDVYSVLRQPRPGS
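Material: truncated SCP-1 phosphatase (76-261aa) / Buffer or medium: 50 mM Tris acetate pH 5.5, 0.005% Tween-20, 10 mM MgCl2 / Compound dosing: one concentration, 20 µM, with 1.0% DMSO / Incubation: 45 min room-temperature reaction, 5 min colour, 30 min stabiliser / Detection: colorimetric free-phosphate detection, absorbance 630 nm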
NadD block = blocks S. aureus nicotinate mononucleotide adenylyltransferase. purified NadD enzyme, colorimetric absorbance read-out. inhibition, % at 20 µM. 360,000 compounds, 0.78% hits. AID 602399; in the data active means inhibition above about 26%; further: some compounds past the cut are filed as inactive
SUMO1-SIM PPI = modulators of human SUMO1-mediated protein-protein interactions; P63165; SUMO1 binding to a labelled peptide, TR-FRET, 1 h; inhibition, % at 20 µM; 360,000 compounds, 0.33% hits; AID 602429; in the data active means inhibition above about 37%
Target sequence (P63165 whole entry, looked up): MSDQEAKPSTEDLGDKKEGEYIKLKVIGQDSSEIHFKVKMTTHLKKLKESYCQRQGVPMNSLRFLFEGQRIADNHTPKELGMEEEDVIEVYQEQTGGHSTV
STEP inh = STEP (human) phosphatase inhibition; AID 588621; P54829; recombinant STEP, OMFP fluorogenic substrate, fluorescence; 360,000 compounds, 0.25% hits; inhibition, % at 20 µM;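 active means inhibition at 20 µM, scaled per plate between control wells, above about 37%, limit read from the data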;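 further: 0% = DMSO with enzyme and substrate and 100% = substrate only without enzyme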
Target sequence (P54829 whole entry, looked up): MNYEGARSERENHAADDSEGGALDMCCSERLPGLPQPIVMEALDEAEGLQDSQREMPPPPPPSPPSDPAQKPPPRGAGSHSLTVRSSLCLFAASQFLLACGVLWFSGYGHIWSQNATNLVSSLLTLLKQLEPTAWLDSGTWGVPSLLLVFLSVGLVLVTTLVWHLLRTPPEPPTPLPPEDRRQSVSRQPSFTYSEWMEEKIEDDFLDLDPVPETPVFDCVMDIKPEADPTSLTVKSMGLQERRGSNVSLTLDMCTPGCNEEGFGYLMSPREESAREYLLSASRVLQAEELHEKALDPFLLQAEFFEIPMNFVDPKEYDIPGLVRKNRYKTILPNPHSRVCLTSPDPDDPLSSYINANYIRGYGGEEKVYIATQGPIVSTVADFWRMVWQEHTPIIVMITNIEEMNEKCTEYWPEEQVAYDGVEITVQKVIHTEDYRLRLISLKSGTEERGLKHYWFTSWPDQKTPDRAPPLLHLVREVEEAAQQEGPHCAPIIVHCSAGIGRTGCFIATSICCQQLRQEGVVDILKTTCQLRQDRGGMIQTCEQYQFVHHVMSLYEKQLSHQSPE
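System: isolated STEP enzyme; schedule: 20 min enzyme reaction at room temperature, protected from light; medium: Bis-Tris buffer pH 6.0, 2.5 mM DTT, 0.005% Tween 20; signal: fluorescence, 480/540 nm; dosing: single compound dose of 20 µM, 1% DMSO final; also added: OMFP substrate, 25 µM final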
Neddylation inh = inhibitors of human cullin neddylation; P61081+Q13564; TR-FRET cullin neddylation, biochemical; calls only at 25 µM; 360,000 compounds, 0.58% hits; in the data active means inhibition above about 36%
Tb MetRS inh = Trypanosoma brucei MetRS inhibition; purified T. brucei MetRS, ATP depletion, Kinase-Glo luminescence; inhibition, % at 11.9 µM; 360,000 compounds, 0.4% hits;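 active means inhibition above a per-plate cutoff of the control wells' mean inhibition plus 3 SD, cut at about 5.5% in these data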;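 further: 0% = DMSO wells median and 100% = median of wells with control inhibitor compound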
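assay system = parasite MetRS enzyme | timing = 15 min preincubation, 2 h reaction, all 25 °C | evaluation = percent inhibition relative to median high and low control wells | medium = HEPES buffer containing pyrophosphatase, BSA, spermine, DTT | compound = single dose, 11.9 µM final nominal, 0.9% final DMSO | detection = Kinase-Glo luminescence, ATP depletion format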
DNMT1 inh = DNMT1 (human) enzyme inhibition; DNMT1 molecular beacon, Hinp1I cleavage, fluorescence; inhibition (reported as % activation of signal), % at 10 µM; 360,000 compounds, 0.83% hits; in the data active means inhibition above about 50%
LMPTP block = LMPTP (human) inhibition; inhibition, % at 20 µM; AID 651560; recombinant LMPTP-A, OMFP fluorogenic substrate, fluorescence intensity; 360,000 compounds, 0.22% hits;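 active means compounds that cut the enzyme signal by at least half of the control window in the single-dose screen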;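 further: plate controls were DMSO wells with enzyme plus substrate for no effect and substrate without enzyme for full effect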
Target sequence (P24666 whole entry, looked up): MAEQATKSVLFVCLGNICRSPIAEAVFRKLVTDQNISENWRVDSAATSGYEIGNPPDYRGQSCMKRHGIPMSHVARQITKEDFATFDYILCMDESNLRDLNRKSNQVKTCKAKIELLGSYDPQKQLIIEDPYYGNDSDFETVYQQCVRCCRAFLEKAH
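Assay system: LMPTP-A enzyme. Input: 0.625 nM LMPTP-A final. Probe or stimulus: 400 µM OMFP. Compound dosing: single 20 µM dose. Schedule: 50 min dark incubation at room temperature. Detection: fluorescence intensity of OMFP turnover product. Read-out: percent inhibition versus substrate-only and uninhibited controls. Benchmarks: no-enzyme low control, uninhibited high control.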
The depositor's hits bear a star; i = inactive; . = no result given; + = active, no number. This is a random part of the collection; about 4.6% have a hit in one of these screens.

SKN-1 inh,NRP1-CendR mod,Scp-1 inhibitor,NadD block,SUMO1-SIM PPI,STEP inh,Neddylation inh,Tb MetRS inh,DNMT1 inh,LMPTP block,SMILES
-22,-3,0,0,0,4,i,-2.0,-1,1.2,Cc1ccc(Nc2nnns2)cc1C
-12,15,-1,-3,2,-2,i,-0.9,0,-1.1,Cc1onc(-c2c(Cl)cccc2Cl)c1C(=O)NC1CCCCC1
-8,0,-6,-3,5,-4,i,-0.6,2,0.8,COc1cc(NS(=O)(=O)c2ccc(NC(=O)NC3CCCCC3)cc2)nc(OC)n1
15,10,-2,0,5,-2,i,-0.1,5,-2.0,O=C(O)C1CCCN1C1=NS(=O)(=O)c2ccccc21 (centres undefined)
10,11,-4,-1,3,0,i,0.0,1,-1.3,COc1ccc(CNS(=O)(=O)NCc2ccccc2)cc1OC
5,2,-8,2,4,-1,i,-0.4,-2,-0.1,CCOC(=O)CNNC(=O)Nc1ccc(Cl)c(Cl)c1
1,-17,-4,22,4,0,i,-0.7,-6,-1.3,CCOc1ccc(/C(O)=C2/C(=O)C(=O)N(CCCN3CCOCC3)C2c2ccc(C)cc2)cc1C (centres undefined)
-1,-13,-7,4,-2,0,i,0.6,-7,-0.6,Cc1ccccc1-c1nc(CN2CCC(C(=O)NCc3cccnc3)CC2)c(C)o1
11,6,.,1,2,-1,.,0.0,1,1.1,CC1(C(=O)NCc2cccs2)Cc2c(-c3ccc4c(c3)OCO4)ccnc2O1 (centres undefined)
3,-3,10,-1,4,5,i,-0.6,3,1.6,Cc1ccc2c(CN3CCN(S(=O)(=O)c4ccccc4C(F)(F)F)CC3)cc(=O)oc2c1C
2,-20,2,8,-4,1,i,-0.6,5,0.3,CC(C)c1ccc2c(c1)C1Cc3ccccc3C1N2 (centres undefined)
-2,9,-9,1,1,1,i,-0.2,1,-0.6,Cc1ccc(Cn2nc(C)c(/C=N/NC(=O)c3cccnc3)c2C)cc1
3,2,4,6,2,0,i,-0.9,2,-0.5,CC(C)OC(=O)CSc1nc2c(cc1C#N)CCCCC2
3,-2,.,-2,0,-2,i,-1.6,3,-0.9,COc1ccc(S(=O)(=O)N(C)C[C@@H]2OCc3cn(nn3)CCCC(=O)N([C@@H](C)CO)C[C@H]2C)cc1
4,3,-5,0,4,-3,i,0.1,-3,0.0,O=C(Oc1cccc2cccnc12)c1ccc2c(c1)OCCO2
0,-2,-3,30,0,2,i,0.7,-9,3.6,O=C(N/N=C/c1ccc2cccc(OCc3ccccc3)c2n1)c1ccc(Br)cc1
6,-2,-11,-7,6,0,i,-0.9,-4,1.3,O=C(Nc1ccc(O)cc1)c1ccccc1OCc1ccccc1
-6,7,-10,-5,1,-2,.,2.7,6,-0.2,Cc1ccc2[nH]c3c(Cl)ncnc3c2c1
5,4,-5,-1,1,0,i,0.7,9,-0.3,Cc1ccc(NC2(C(N)=O)CCCC2)cc1
15,-11,-11,1,2,0,i,-0.2,3,-0.5,COc1ccc(N2C(=O)CCC2(C#N)c2ccc(Br)cc2)cc1 (centres undefined)
-3,12,1,-5,-2,-2,i,0.1,7,0.7,O=C(CSc1nnc(-c2ccncc2)n1Cc1ccco1)Nc1cccc(O)c1
9,-20,-17,-5,-2,-12,i,-0.5,-1,-1.1,O=C(Nn1cc(C(=O)Nc2ccccc2F)c2ccccc2c1=O)c1cnccn1
12,2,-3,-2,-7,-2,i,-0.2,3,-0.3,COc1ccc(/C=C/C(=O)N(C)C2(C)CCS(=O)(=O)C2)cc1 (centres undefined)
4,-6,-10,2,2,-4,i,0.3,3,-2.6,O=C(Cc1ccccc1)NCCSCc1ccccc1
-3,-2,16,2,-2,2,i,-0.8,7,-0.8,O=C(CN1CCN(Cc2ccc(F)cc2)C1=O)NCc1cccs1
-12,-3,-4,0,-1,1,i,-1.0,-1,1.4,NNC(=O)c1cc2c(ccc3ccccc32)o1
-7,1,-8,-4,-17,2,i,-0.7,-7,0.2,COc1cc(C2C3=C(CCCC3=O)Nc3[nH]n(-c4ccccc4)c(=O)c32)ccc1OC(C)=O (centres undefined)
2,7,-1,-1,3,1,i,-0.2,3,1.8,N#C/C(=C\c1cccc(Br)c1)C(=O)N1CCCCC1
0,-2,-4,2,2,2,i,0.4,1,2.1,CCCn1c(SCCN2CCOCC2)nc2c1c(=O)n(C)c(=O)n2C
-1,5,-12,5,11,1,i,-0.3,-1,1.2,C=CCn1cc(C(=O)NCCCOC)c(=O)c2cc(S(=O)(=O)N3CCC(C)CC3)ccc21

3 structures from above, arranged by length of the SMILES, high to low:
SKN-1 inh,NRP1-CendR mod,Scp-1 inhibitor,NadD block,SUMO1-SIM PPI,STEP inh,Neddylation inh,Tb MetRS inh,DNMT1 inh,LMPTP block,SMILES
-7,1,-8,-4,-17,2,i,-0.7,-7,0.2,COc1cc(C2C3=C(CCCC3=O)Nc3[nH]n(-c4ccccc4)c(=O)c32)ccc1OC(C)=O (centres undefined)
0,-2,-4,2,2,2,i,0.4,1,2.1,CCCn1c(SCCN2CCOCC2)nc2c1c(=O)n(C)c(=O)n2C
2,7,-1,-1,3,1,i,-0.2,3,1.8,N#C/C(=C\c1cccc(Br)c1)C(=O)N1CCCCC1

Profiles as entered above. Values in the order: SKN-1 inh, NRP1-CendR mod, Scp-1 inhibitor, NadD block, SUMO1-SIM PPI, STEP inh, Neddylation inh, Tb MetRS inh, DNMT1 inh, LMPTP block
O=C(Cc1ccccc1)NCCSCc1ccccc1 is entered as 4, -6, -10, 2, 2, -4, i, 0.3, 3, -2.6
N#C/C(=C\c1cccc(Br)c1)C(=O)N1CCCCC1 is entered as 2, 7, -1, -1, 3, 1, i, -0.2, 3, 1.8
NNC(=O)c1cc2c(ccc3ccccc32)o1 is entered as -12, -3, -4, 0, -1, 1, i, -1.0, -1, 1.4

Continued.
SKN-1 inh,NRP1-CendR mod,Scp-1 inhibitor,NadD block,SUMO1-SIM PPI,STEP inh,Neddylation inh,Tb MetRS inh,DNMT1 inh,LMPTP block,SMILES
9,-55,.,14,-11,0,i,-0.1,-20,1.1,O=CNc1cc(-c2ccc(C(=O)NC3CC3)cc2)cn2c(-c3ccc(F)c(Cl)c3)cnc12
3,4,.,4,-3,1,i,0.1,4,-0.8,O=c1cc(CCc2ccccc2)[nH]c(=O)[nH]1
-5,18,-4,-2,-27,0,i,0.2,3,0.0,CC1CCN(C(=O)COC(=O)CCCN2C(=O)c3cccc4cccc(c34)C2=O)CC1
0,-18,-2,1,0,4,i,-1.3,-1,0.8,O=C1CC(c2cccc(Cl)c2)Cc2nc(N3CCOCC3)ncc21 (centres undefined)
6,3,-11,2,6,0,i,-0.7,3,3.9,CC(C)c1c(O)ccc2c1CC[C@H]1C(C)(C)CCC[C@]21C
12,3,.,11,-6,0,i,-0.9,2,-4.6,C[C@H]1CN([C@@H](C)CO)C(=O)CCCn2nncc2CO[C@H]1CN(C)C(=O)CCC(F)(F)F
-2,2,-11,-1,-26,-3,i,2.8,1,-1.3,Nc1cc(=O)[nH]c(SCC(=O)Nc2cccc([N+](=O)[O-])c2)n1
-4,-20,-9,0,-6,-2,i,1.8,0,0.2,COc1ccc([C@@H]2OC2(C(N)=O)C(N)=O)cc1
-1,2,-8,13,-1,-2,+,-0.3,-6,0.7,CCOc1ccc(-c2cc(C(=O)N/N=C(\C)c3cccnc3)c3ccccc3n2)c(OCC)c1
-2,-7,-3,-8,4,-1,i,-0.9,0,-1.5,CCOc1cc2[nH]c(=S)n(CCCOC)c(=O)c2cc1OCC
5,-107,3,32*,-10,10,i,0.6,-13,9.2,FC(F)Oc1ccc(NC(=S)NNc2ccnc3cc(Cl)ccc23)cc1
15,-7,-2,12,-78,1,i,-0.3,-11,0.2,c1ccc2c(CCN3CCNC[C@H]3Cc3cccc4ccccc34)cccc2c1
11,7,-4,-2,1,-1,i,-0.2,-2,0.2,COc1ccccc1NC(=O)c1ccccc1NC(=O)c1ccccn1
-3,6,-5,2,-2,0,i,-0.1,2,-0.7,CCCCC1CCC(C(=O)N(CCOC)c2c(N)n(CC(C)C)c(=O)[nH]c2=O)CC1 (centres undefined)
7,-2,0,-11,2,-2,i,-0.4,-3,0.5,Cc1ccc(NC(=S)N(CCN(C)C)Cc2cc3cc(C)ccc3[nH]c2=O)cc1
-4,-4,-4,-8,-13,3,i,-0.9,4,-0.9,O=C1CC(c2ccccc2)CN1C(=O)c1cccc([N+](=O)[O-])c1 (centres undefined)
14,-1,2,1,-2,2,i,0.6,1,0.7,Cc1sc2ncn(CC(=O)Nc3ccccc3F)c(=O)c2c1-c1ccccc1
10,6,1,14,3,2,i,-0.3,-6,6.2,COc1ccc(C(CCN2CCN(c3ccccc3)CC2)c2c(OC)cc(OC)c3c(-c4ccccc4)cc(=O)oc23)cc1 (centres undefined)
-3,18,-2,-1,1,0,i,-0.3,0,-0.4,O=C(c1cc(=O)c2cc(Cl)ccc2o1)N1CCN(Cc2ccccc2)CC1
6,24*,-3,-4,0,1,i,-0.3,-1,-1.9,CCOc1cc(NC(=S)NCCCN2CCOCC2)c(OCC)cc1NC(=O)c1cccs1
6,-38,.,5,-10,.,.,-0.5,.,0.0,O=Cc1ccc(-c2c(-c3ccccc3)oc3c2C(OCCCCO)CCC3)o1 (centres undefined)
1,-4,-2,1,-3,-2,i,-0.4,-3,-1.7,Nc1ccc2nc(COc3ccccc3)[nH]c2c1
-2,1,-6,-3,-2,0,i,0.2,-7,1.3,O=C(COC(=O)c1cc2ccccc2cc1O)NC(=O)NCc1ccco1
7,5,-4,1,7,-2,i,-2.4,-3,-0.5,CCc1cc(=O)oc2c(C)c(OCC(=O)NCC3CCC(C(=O)O)CC3)ccc12 (centres undefined)
12,2,-1,-3,1,1,i,-1.4,1,-0.1,Cn1c(=O)c(=O)n(C)c2cc(S(=O)(=O)NCCOc3ccccc3)ccc21
-7,-3,-14,5,2,18,i,-0.5,5,-0.6,OCCOCCN1CCN(C(=S)Nc2ccccc2)CC1
9,8,-1,-5,-3,-1,i,-1.6,1,-0.4,COc1ccccc1C1CC(=O)Oc2cc(O)ccc21 (centres undefined)
-3,-10,-3,-3,9,1,i,0.8,-13,0.0,O=C(CSc1nc2[nH]c(=O)cc(O)c2s1)Nc1cc(Cl)cc(Cl)c1
4,2,4,-4,1,-3,i,-0.3,2,-0.4,CCOC(=O)C1CCN(C(=O)c2ccc(S(=O)(=O)Nc3ccccc3Cl)cc2)CC1
25,-10,83*,4,-7,1,i,-0.7,11,6.7,O=C(Cn1cnc2sc(-c3ccccc3)cc2c1=O)NCc1ccccc1
-17,-15,-4,-8,1,-2,i,0.9,-1,-1.4,COc1ccc(CN2CC(C(=O)NCc3ccc4c(c3)OCO4)CC2=O)cc1 (centres undefined)
